HCV inhibitor: HCV inhibition | 340,000 compounds, 3.4% hits | AID 651820 | Potency, µM (series often up to 41.8 µM), for the others: at the highest dose activity change, negative = inhibition, hits mostly inhibitors | Huh7.5.1 HCVcc-Cre infection, luciferase reporter, 44 h; further: potency means the concentration at half of the fitted maximal effect
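Reporter virus HCVcc-Cre (~0.5 moi) infects cells exposed to compound; seeding density 1,000 cells/well with 4 h settling beforehand. Luminescence, 15 sec read, taken 44 h post-infection following a 15 min RT substrate incubation.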
AmpC inh no detg: AmpC beta-lactamase inhibition without detergent. 330,000 compounds, 0.52% hits. AID 485341. AmpC nitrocefin hydrolysis, absorbance 480 nm, 0.0001% Triton. Potency, µM (titrated, usually from 57.1 µM), for inactives: at the top dose activity change, negative = inhibition, actives largely listed as inhibitors;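 further: potency means the concentration at half of the fitted maximal effect; plate controls were no compound for no effect and no enzyme for full effect; nearly all actives have a fitted effect of over 20% in size; some results filed as inactive show a strong effect at the top dose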
Target sequence (P00811 whole entry, looked up): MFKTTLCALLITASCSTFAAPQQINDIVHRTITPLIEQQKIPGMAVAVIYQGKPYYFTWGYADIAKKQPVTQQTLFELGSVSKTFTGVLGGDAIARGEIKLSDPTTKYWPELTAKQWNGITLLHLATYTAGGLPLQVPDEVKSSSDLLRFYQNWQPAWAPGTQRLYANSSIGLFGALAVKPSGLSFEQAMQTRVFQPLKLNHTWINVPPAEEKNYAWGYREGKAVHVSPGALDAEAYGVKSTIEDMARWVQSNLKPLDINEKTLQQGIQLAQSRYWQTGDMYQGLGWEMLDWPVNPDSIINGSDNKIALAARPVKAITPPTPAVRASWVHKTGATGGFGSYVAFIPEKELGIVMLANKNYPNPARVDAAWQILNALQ
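AmpC (5.3 nM in the dispensed reagent) in 20 mM phosphate pH 7.0 with 0.01% (detergent screen) or 0.0001% Triton X-100 was preincubated with compounds for 15 min at room temperature. Nitrocefin was then added from an 800 uM solution, and hydrolysis was followed at 480 nm.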
HCMV inh: inhibitors of human cytomegalovirus; activity change, negative = inhibition, % at 57.5 µM; 410,000 compounds, 4.5% hits; HFF cells, HCMV-luciferase reporter, 72 h; hits give low values; in the data active means activity change below about -60%; inconclusive means no clear call, values can overlap the other calls; inactive means above about -39%
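Compounds were evaluated in HFFs infected with an HCMV luciferase reporter virus (MOI 1 PFU/cell). Luciferase in lysates collected 72 h post infection served as the replication measure.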
AmpC inh detg: AmpC beta-lactamase inhibition with detergent present | P00811 | AmpC hydrolysis of nitrocefin, absorbance 480 nm, 0.01% Triton | Potency, µM (titrated, usually from 114 µM), for inactives: at the top dose activity change, negative = inhibition, usual class: inhibitors | 370,000 compounds, 0.041% hits;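 further: potency means the concentration at half of the fitted maximal effect; 0% = no-compound wells and -100% = no-enzyme wells; nearly all actives have a fitted effect of over 25% in size; some results filed as inactive show a strong effect at the top dose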
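AmpC (5.3 nM in the dispensed reagent) in 20 mM phosphate pH 7.0 with 0.01% (detergent screen) or 0.0001% Triton X-100 was preincubated with compounds for 15 min at room temperature. Nitrocefin was then added from an 800 uM solution, and hydrolysis was followed at 480 nm.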
AMA1-RON2 inh: disrupts binding of P. falciparum AMA1 to RON2 | AlphaScreen AMA1-biotinylated RON2 peptide binding | Potency, µM (titrated, usually from 58.2 µM), for inactives: top-dose activity change, negative = inhibition, usual class: inhibitors | 360,000 compounds, 0.2% hits | AID 720542;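 further: potency means the concentration at half of the fitted maximal effect; 0% = vehicle wells and -100% = peptide control; nearly all actives have a fitted effect of over 45% in size; some results filed as inactive show a strong effect at the top dose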
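AMA1 (3D7) with his tag at 25 nM final met compounds first, then biotinylated RON2 peptide at 25 nM; detection used donor plus acceptor beads, 10 µg/mL apiece, read by AlphaScreen after 30 min at room temperature.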
TbPYK inhibitor: inhibitors of Trypanosoma brucei pyruvate kinase; Q57TT1; TbPYK enzyme, Kinase-Glo Plus ATP luminescence, 45 min; Potency, µM (series often up to 76.8 µM), for the others: top-dose activity, negative = inhibition, usual class: inhibitors; 410,000 compounds, 0.12% hits; further: potency means the concentration at half of the fitted maximal effect; nearly all actives have a fitted effect of over 50% in size
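Screened from lowest to highest concentration, compounds were pinned into TbPYK/substrate mixtures, and ADP (130 uM final) was added. Plates sat at room temperature for 45 min prior to Kinase-Glo Plus detection by luminescence.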
LmPK inh: inhibitors of Leishmania mexicana pyruvate kinase. purified LmPK, Kinase-Glo ATP luminescence, 1 h. AID 1721. Potency, µM (doses to about 57.5 µM), for inactives: at the highest dose activity change, negative = inhibition, hits mostly inhibitors. 290,000 compounds, 0.37% hits; further: potency means the concentration at half of the fitted maximal effect
Target sequence (Q27686 whole entry, looked up): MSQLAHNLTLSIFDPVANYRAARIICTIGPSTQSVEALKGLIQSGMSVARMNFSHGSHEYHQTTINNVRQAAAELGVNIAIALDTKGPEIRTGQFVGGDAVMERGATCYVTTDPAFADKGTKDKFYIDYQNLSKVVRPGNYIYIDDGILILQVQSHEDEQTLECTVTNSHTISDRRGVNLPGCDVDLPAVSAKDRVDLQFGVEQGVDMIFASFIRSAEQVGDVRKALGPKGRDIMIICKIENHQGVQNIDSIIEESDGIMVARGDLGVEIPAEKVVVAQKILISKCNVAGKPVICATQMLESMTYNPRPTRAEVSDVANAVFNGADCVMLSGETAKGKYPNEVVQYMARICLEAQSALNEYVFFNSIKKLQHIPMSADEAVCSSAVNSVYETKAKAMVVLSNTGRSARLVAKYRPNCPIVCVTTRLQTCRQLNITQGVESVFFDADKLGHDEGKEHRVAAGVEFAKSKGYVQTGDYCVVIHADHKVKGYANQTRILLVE
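Pyruvate kinase activity monitored as ATP production (luciferase luminescence). Conditions: 0.1 nM enzyme, 0.5 mM PEP, 0.1 mM ADP, 1 h, RT; normalized against uninhibited and no-enzyme wells.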
An asterisk follows results filed as active; ? = inconclusive; · = no result given; [ ] = dose if it differs, or a comment. Unless noted, the call rests on the fitted dose curve; in most records, active means well fitted curve in the direction sought with a large enough effect; inconclusive means small, poorly fitted or top-dose-only effect, or another doubt; inactive means no such curve, though single readings can be large; an effect the other way counts as inactive or inconclusive. Unless noted, on the % scale 0 is the no-effect control and ±100 the full control effect.

structure	AMA1-RON2 inh	TbPYK inhibitor	LmPK inh	AmpC inh detg	HCV inhibitor	HCMV inh	AmpC inh no detg
CCn1c2ccccc2c2cc(NC(=O)N3CCCCC3)ccc21	-6%	-3%	·	·	·	80	·
COC1=CC(=O)O[C@@H](/C=C/c2ccccc2)C1	-4%	1%	·	?	-7%	?	-6%
CCCCOc1ccc(S(=O)(=O)n2nc(C)c(S(=O)(=O)N3CCC(C)CC3)c2C)cc1	·	6%	·	16%	·	-15	·
Cc1ccc(Nc2nc(C)nc3c2oc2ccccc23)cc1	-11%	7%	1%	-6%	-46%	112	19%
CC(=O)c1cc2c(C)c(C(=O)c3ccccc3)oc2cc1O	16%[11.6 µM]	7%	-2%	-4%	-13%	35	-13%
CCOC(=O)N1CCN(C(=O)CSc2ccc3nnc(CCNC(=O)c4ccccc4)n3n2)CC1	-5%	-7%	0%[11.5 µM]	9%	2%	16	-4%
O=C(Nc1cccc(C(F)(F)F)c1)C1Cc2c(-c3ccccc3Oc3ccccc3)ccnc2O1 (stereo not drawn)	-4%	2%	·	·	·	-16	·
Cc1nc2ccccc2n1CC(O)Cn1c2ccccc2c2ccccc21 (stereo not drawn)	-1%	2%	6%	-8%	-5%	-20	116%[activator]

Another view of part of the listing above.
Second line of a record – AMA1-RON2 inh	TbPYK inhibitor	LmPK inh	AmpC inh detg	HCV inhibitor	HCMV inh	AmpC inh no detg
CC(=O)c1cc2c(C)c(C(=O)c3ccccc3)oc2cc1O
 : 16%[11.6 µM]	7%	-2%	-4%	-13%	35	-13%
CCOC(=O)N1CCN(C(=O)CSc2ccc3nnc(CCNC(=O)c4ccccc4)n3n2)CC1
 : -5%	-7%	0%[11.5 µM]	9%	2%	16	-4%

Next results:
structure	AMA1-RON2 inh	TbPYK inhibitor	LmPK inh	AmpC inh detg	HCV inhibitor	HCMV inh	AmpC inh no detg
CCN(CC(=O)Nc1cccc(OC)c1)C(=O)c1cccc(S(=O)(=O)N2CCc3ccccc32)c1	10%[11.6 µM]	2%	·	-8%	-12%	-33	-4%
CCOc1cccc2cc(-c3nnc(NCc4ccco4)s3)c(=O)oc12	-1%	-3%	-3%	-1%	-22%	-14	-25%
Cc1cccc(NC(=S)N2CCCCC2)c1	-9%	4%	-8%	?	18%	-27	-37%
COc1ccc(C(=O)N2CCC(C(=O)Nc3ccc4c(c3)OCCO4)CC2)cc1	12%	1%	12%	?	-15%	?	12%
CCCCC(=O)NC(=S)NNC(=O)c1ccc(Cl)cc1Cl	87%[activator]	-22%	2%	-3%	-21%	-12	-16%
CC1=C(c2ccc(C)cc2)S(=O)(=O)N=C1N1CCN(c2ccccc2)CC1	·	-3%[15.4 µM]	·	9%	·	?	·
O=C(Nc1cccc(NC(=O)C2CC2)n1)C1CC1	5%	-11%	3%	12%	-5%	72	4%
CCCC[n+]1ccn(-c2nc3ccccc3nc2[N-]S(=O)(=O)c2ccccc2)c1	32%	-4%	-1%	1%	13%	20	53%

(further entries)
structure	AMA1-RON2 inh	TbPYK inhibitor	LmPK inh	AmpC inh detg	HCV inhibitor	HCMV inh	AmpC inh no detg
Cc1ccc(N2CCN(C(=O)CCS(=O)(=O)c3cc4c(cc3Cl)NC(=O)CO4)CC2)c(C)c1	·	-4%	·	8%	·	-25	·
Cc1cc(CNC(=O)COc2cc(F)ccc2[N+](=O)[O-])c2ccccc2n1	20%	1%	2%	5%	?	22	-5%
CC(C)(C)c1csc(NC(=O)Nc2ccccc2)n1	-12%	4%	-3%	0%	-23%	-31	-44%
Cc1ccc(N(C(=O)Cn2nnc(-c3ccc(F)cc3)n2)C(CC(C)C)C(=O)NCC2CCCO2)cc1 (stereo not drawn)	-25%	-4%	5%	?	-9%	-16	182%[activator]
CCn1c(C)nc2cc(C(=O)NNC(=O)Nc3ccc(Cl)c(Cl)c3)ccc21	·	·	3%	-6%	·	2	-37%
COc1ccc(CCNC(=S)NCCc2c[nH]c3ccccc23)cc1	-3%	2%	11%	5%	-25%	?	-45%
CCC(C(N)=NCCc1ccc(OC)c(OC)c1)c1ccccc1 (stereo not drawn)	-3%	2%	-7%	-4%	1%	104	-18%
C=CCOc1ccc(CN(C)C(=O)CN2C(=O)c3ccccc3C2=O)cc1	-15%	8%	2%	-1%	-4%	-39	8%

Continued.
structure	AMA1-RON2 inh	TbPYK inhibitor	LmPK inh	AmpC inh detg	HCV inhibitor	HCMV inh	AmpC inh no detg
CCOc1ccc(-c2cc(OC(=O)c3ccc(F)cc3)c3c(C)oc(C)c3c(=O)c2)cc1	·	-10%	·	-14%	·	-6	·
O=C(Cn1nnc(-c2cccc(C(F)(F)F)c2)n1)NC1CCCC1	0%	-4%	-1%	-19%	2%	-9	-8%
NC(=O)c1ccsc1NC(=O)c1ccc(S(=O)(=O)N2CCCCC2)cc1	10%	-2%	-2%	-8%	-25%	-9	-27%
O=C1NC2=C(C(=O)CCC2)C(c2ccc(OC(F)F)cc2)N1 (stereo not drawn)	-16%	2%	-5%	9%	26%	30	4%
C/C(CC(=O)Nc1ccc(Cl)cc1Cl)=N\NC(=O)C(=O)NCCO	92%[activator]	3%	-2%	-12%	3%	54	49%
CC1=C(C(=O)N(C)C)CC(CC(=O)NC2CCCC2)C(=O)N1Cc1ccc(F)cc1 (stereo not drawn)	11%	6%	·	·	·	-26	·
CCOP(=O)(OCC)C(O)c1ccccc1 (stereo not drawn)	5%	1%	-8%	1%	-1%	5	-16%
CC(C)Oc1ccc(C(=O)Nc2cc(S(=O)(=O)N3CCOCC3)ccc2N2CCOCC2)cc1	3%	-1%	·	?	?	17	191%[activator]

(cont.)
structure	AMA1-RON2 inh	TbPYK inhibitor	LmPK inh	AmpC inh detg	HCV inhibitor	HCMV inh	AmpC inh no detg
O=C(CC(SCCO)c1ccc(F)cc1)c1ccco1 (stereo not drawn)	3%	-5%	-6%	0%	7%	12	20%
CCC1=C(OC(=O)N(CC)CC)N2C(=O)OC(=NCC(=O)OC)[C@]2(Cc2ccccc2)[C@H]2C1=CC[C@H]1C(=O)NC(=O)[C@H]12	9%	-3%	0%	0%	28%[8.37 µM]	-8	178%[activator]
COc1cccc(CN2CCc3ccc(NC(=O)CCc4ccc(C)cc4)cc3C2)c1O	5%	-5%	0%	-3%	11µM*	-61*	-15%
CCc1c(C)nc(N)nc1N1N=C1SCCOc1ccccc1	7%	-1%	3%	-7%	-6%	-1	3%
O=C(Nc1c(Cl)cccc1Cl)C1CCC1	-1%	-4%	-1%	-13%	17%	-22	-7%
Cc1nc(NC(=O)CC(C)C)sc1-c1csc(Nc2ccc(Cl)cc2)n1	22%	-2%	-4%	-4%	7.1µM*	-22	-32%
CC(C)(C)NS(=O)(=O)c1ccc2nc(NC(=O)Cc3cccs3)sc2c1	3%	-2%	4%	-3%	-20%	47	-25%
CCOc1ccc(NC(=O)C(C)Sc2nc3ncccc3o2)cc1 (stereo not drawn)	·	-8%	·	22%	·	71	·

(next part)
structure	AMA1-RON2 inh	TbPYK inhibitor	LmPK inh	AmpC inh detg	HCV inhibitor	HCMV inh	AmpC inh no detg
CN(CC(=O)Nc1ccc(F)cc1)C(=O)COc1ccc([N+](=O)[O-])cc1Cl	3%	-1%	-2%	4%	?	-24	-21%
COc1cccc(-c2nn(-c3ccc(C)cc3)cc2C(=O)N2CCc3cc(OC)c(OC)cc3C2)c1	-25%	4%	·	-18%	?	21	166%[activator]
COc1cc2c(cc1OC)C(C)=NC1(CCCCC1)C2	2%	-1%	-11%	3%	3%	23	-1%
Cn1ccnc1C1CCCCN1Cc1nc(-c2ccc3c(c2)OCO3)no1 (stereo not drawn)	22%	-5%	7%	7%	-1%	-25	4%
COc1cc(-c2nnc(-c3ccc(S(=O)(=O)c4ccccc4)cc3)o2)cc(OC)c1OC	11%	-8%	-1%	?	?	39	4%
CCN1CCN(S(=O)(=O)c2ccc(OC)c3ccccc23)CC1	-8%	2%	-2%	-14%	-10%	-3	37%
Cc1cccc(N=C(N2CCOCC2)P(=O)(N2CCOCC2)N2CCOCC2)c1	-8%	8%	-5%	?	10%	·	0%
O=C(CSc1nc2c([nH]c3ccccc32)c(=O)n1-c1cccc(Cl)c1)c1ccccc1	·	-8%	·	4%	·	3	·

New compounds follow:
structure	AMA1-RON2 inh	TbPYK inhibitor	LmPK inh	AmpC inh detg	HCV inhibitor	HCMV inh	AmpC inh no detg
O=C(COC(=O)c1n[nH]c(=O)c2ccccc12)NC1CCCCC1	-7%	1%	·	0%	12%	-1	-14%
Cc1nnc(-c2ccccc2)c[n+]1[O-]	-7%	3%	6%	?	7%	-19	-8%
Cc1cccc(NC(=O)CNc2cc(C)ccc2C)c1	-16%	3%	1%	-11%	-24%	-18	-12%
Cc1cc(C)n2nc(C(=O)Nc3ccc(S(=O)(=O)N4CCCCC4)cc3)nc2n1	7%	-11%	-2%	-5%	21%	-23	-26%
O=C(c1ccc(S(=O)(=O)Nc2ccccc2Cl)cc1)N1CCOCC1	14%	2%	·	0%	5%	-5	-32%
C[C@H]1CCCCO[C@@H](CN(C)S(=O)(=O)c2ccc(Cl)cc2)[C@@H](C)CN([C@@H](C)CO)C(=O)c2cc(NS(=O)(=O)c3ccccc3)ccc2O1	-5%	1%	·	·	·	-4	·
Cc1ccc(CS(=O)(=O)c2ccccc2-c2nnc(-c3ccc(Cl)cc3)o2)cc1	-6%	-3%	0%	-4%	-20%	-13	-11%
NS(=O)(=O)c1ccccc1NC(=S)Nc1ccccc1S(N)(=O)=O	-1%	1%	-3%	?	18%	3	-6%

New compounds follow:
structure	AMA1-RON2 inh	TbPYK inhibitor	LmPK inh	AmpC inh detg	HCV inhibitor	HCMV inh	AmpC inh no detg
O=S(=O)(c1ccccc1Cl)N1CCCC1c1nc(-c2ccc(Cl)cc2)no1 (stereo not drawn)	13%	-5%	-1%	-3%	10µM*	-68*	0.32µM*
O=C(CC1CCCC1)Nc1cccc(Br)c1	11%	5%	-2%	3%	-8%	-25	-35%
CCOC(=O)c1c(NC(=O)CC)sc(C(=O)NC2CCCC2)c1C	-3%	-17%	-1%	-5%	-28%	111	3%
Cc1c(C2(O)CCCCC2)[nH]c2ncccc12	-11%	1%	·	1%	-24%	8	-16%
Cc1ccc(CCNC(=O)C(NS(=O)(=O)c2ccc3c(c2)oc(=O)n3C)C(C)C)cc1 (stereo not drawn)	·	-5%	·	-10%	·	2	·
O=S(=O)(c1cccs1)N1CN(Cc2ccc(Cl)cc2)c2nc3ccccc3nc21	0%	3%	1%	-12%	-1%	?	-17%
Cc1c(C(=O)N(Cc2cccc(Cl)c2)Cc2ccco2)oc2ccccc12	·	-3%	·	-2%	·	24	·
COc1ccc2cc(C(=O)NCC(=O)O)sc(=O)c2c1OC	18%	2%	1%	?	1%	31	-4%
CN(N)c1nc(-c2ccccc2)nnc1C(F)(F)F	-2%	-4%	-6%	-8%	-14%	-105*	-27%
